Menin MLL FP TR: menin-MLL binding inhibition, Texas Red mutant peptide. O00255. Menin + Texas Red MLL mutant peptide, fluorescence polarization. Potency, µM (top dose mostly 61.6 µM), without a hit: top-dose FP activity change, negative = inhibition, usual class: inhibitors. 0.23% of 270,000 active. AID 1768; active means well fitted inhibition curve with a large enough effect in the polarisation, with a control signal flat, not every such curve was filed as active; inconclusive means small, poorly fitted or top-dose-only effect, or effect the other way, or a change in a side signal; inactive means no such curve, though single readings can be large or run the other way; the % refers to the polarisation; further: potency means the concentration at half of the fitted maximal effect; % of control where 0% means no effect; many of its hits are not listed in these tables
Mito fusion yeast: blocks mitochondrial division or promotes mitochondrial fusion; Potency, µM (series often up to 46.1 µM), for inactives: top-dose growth rescue (activation), hits mostly activators; 0.23% of 320,000 active; S. cerevisiae fusion-defective mutant growth rescue, CellTiterGlo 48 h;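 further: potency means the concentration at half of the fitted maximal effect; % of control where 0% means no effect; nearly all actives have a fitted effect of over 45% in size; temperature-sensitive fusion mutants such as fzo1-1 at 37 °C on non-fermentable ethanol glycerol medium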
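Temperature-sensitive fusion-defective S. cerevisiae (e.g. fzo1-1, mgm1-5) were grown with compound in YPEG medium (3% ethanol, 3% glycerol) for 48 hours at 37C. Growth rescue was measured as viability by CellTiterGlo luminescence after 10 minutes at ambient.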
TSHR antag: antagonists of human thyroid stimulating hormone receptor; P16473; TSHR-expressing cells, TSH-stimulated cAMP HTRF, 2 h; hits give low values; activity change, negative = inhibition, % at 11.5 µM; 0.2% of 330,000 active; AID 504810;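 active means activity change below a set negative limit, meaning inhibition stronger than a set level, cut at about -70% in these data; inconclusive means activity change between two set negative limits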; further: on the % scale 0 is the no-effect control and ±100 the full control effect
Target sequence (P16473 whole entry, looked up): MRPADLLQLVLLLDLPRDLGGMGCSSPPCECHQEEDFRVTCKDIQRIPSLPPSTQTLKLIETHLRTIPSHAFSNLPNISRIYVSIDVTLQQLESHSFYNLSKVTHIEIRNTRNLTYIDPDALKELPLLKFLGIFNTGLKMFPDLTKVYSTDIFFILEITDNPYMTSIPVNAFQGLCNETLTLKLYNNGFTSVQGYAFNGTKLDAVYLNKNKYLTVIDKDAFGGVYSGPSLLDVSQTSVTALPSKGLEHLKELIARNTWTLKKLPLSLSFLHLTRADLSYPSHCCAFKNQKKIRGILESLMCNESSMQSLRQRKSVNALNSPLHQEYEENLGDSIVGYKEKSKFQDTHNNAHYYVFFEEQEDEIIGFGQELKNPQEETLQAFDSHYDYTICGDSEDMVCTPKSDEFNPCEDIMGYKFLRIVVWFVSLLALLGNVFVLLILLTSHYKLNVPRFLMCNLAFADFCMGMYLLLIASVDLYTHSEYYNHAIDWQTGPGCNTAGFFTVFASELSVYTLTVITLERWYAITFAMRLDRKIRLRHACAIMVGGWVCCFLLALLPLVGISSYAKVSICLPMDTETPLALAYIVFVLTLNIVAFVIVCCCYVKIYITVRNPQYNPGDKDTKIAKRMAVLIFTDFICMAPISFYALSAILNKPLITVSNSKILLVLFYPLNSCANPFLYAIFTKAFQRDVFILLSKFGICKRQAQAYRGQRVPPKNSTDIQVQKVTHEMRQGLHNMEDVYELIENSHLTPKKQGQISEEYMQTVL
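Antagonism was scored as loss of TSH-driven cAMP in TSHR cells, stimulated with 4nM TSH (EC80) for 2 hours at 37 deg C and detected by homogeneous HTRF competition immunoassay.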
Eya2 inh: inhibitors of human Eya2 phosphatase activity. 0.006% of 330,000 active. O00167. recombinant Eya2, OMFP fluorescence dephosphorylation (OMFP is methylfluorescein phosphate). Potency, µM (highest dose often 76.9 µM), without a hit: at the highest dose activity, negative = inhibition, usual class: inhibitors. AID 488837; further: potency means the concentration at half of the fitted maximal effect; on the % scale 0 is the no-effect control and ±100 the full control effect
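Eya2 (0.2 uM) preincubated 10 min at ambient with compound, then OMFP substrate added at 50 uM; 10 min reaction in 50 mM HEPES pH 7.5, 50 mM NaCl, 5 uM MgCl2, 0.05% BSA, 1 mM DTT. Fluorescence read at Ex 485/Em 525 nm.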
PKM2 act: PKM2 (human) enzyme activation; P14618; Potency, µM (series often up to 57.5 µM), inactives show at the highest dose activation, most hits filed as activators; purified PKM2, Kinase-Glo ATP luminescence, activation; response scale: 0% is enzyme alone, no compound; 0.34% of 260,000 active; further: potency means the concentration at half of the fitted maximal effect; on the % scale 0 is the no-effect control and ±100 the full control effect; nearly all actives have a fitted effect of over 55% in size
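Kinase-Glo luminescence reports ATP generated from ADP (0.1 mM) and PEP (0.5 mM) by purified hPK-M2 after 1 h at room temperature, pH 7.2 imidazole buffer; intermediate enzyme activity allows detecting inhibitors and activators.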
GALK inh: blocks human galactokinase activity; Purified GALK, Kinase-Glo residual ATP luminescence; 0.007% of 270,000 active; Potency, µM (doses to about 57.5 µM), without a hit: at the top dose activity change, negative = inhibition, hits mostly inhibitors; further: potency means the concentration at half of the fitted maximal effect; on the % scale 0 is the no-effect control and ±100 the full control effect
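Human GALK (5 nM) with 35 uM ATP and 100 uM galactose in 20 mM HEPES pH 8.0, 5 mM MgCl2, 60 mM NaCl, 1 mM DTT, 0.01% BSA. After 1 h at room temperature, leftover ATP was read by Kinase-Glo Plus luminescence.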
USP2a block: USP2a (human) protease inhibition | USP2 core, Ub-CHOP2 coupled fluorogenic reporter, 485/531 | Potency, µM (titrated, usually from 38.3 µM), for inactives: at the highest dose activity change, negative = inhibition, actives largely listed as inhibitors | 0.01% of 330,000 active | AID 463254;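 further: potency means the concentration at half of the fitted maximal effect; plate controls were DMSO wells for no effect and full inhibition by NEM control for full effect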
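Deubiquitinase activity read as fluorescence (485/531 nm) after Ub-CHOP2 cleavage activates the enterokinase reporter on its substrate; USP2 core 10nM, Ub-CHOP2 and substrate 25nM each, 30min compound preincubation then 60min RT; data normalized to NEM, curves fitted.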
Chronic BCR inh: blocks chronic active B-cell receptor signaling | Potency, µM (highest dose often 46.1 µM), for the others: top-dose ratio change, negative = lower green/red ratio, hits mostly inhibitors | 0.05% of 340,000 active | ABC-DLBCL IkBa-CBG/CBR reporter, luminescence ratio, 4 h; active means well fitted inhibition curve with a large enough effect in the signal ratio, with a control signal flat, not every such curve was filed as active; inconclusive means small, poorly fitted or top-dose-only effect, or effect the other way, or a change in a side signal; the % refers to the signal ratio;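 further: potency means the concentration at half of the fitted maximal effect; plate controls were basal doxycycline-induced cells for no effect and cells given 10 µM MG132 for full effect; MG132 reads +100%, hits lower the ratio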
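TMD8 human ABC-DLBCL cells with doxycycline-inducible IκBα–green luciferase fusion and unfused red luciferase, in 0.5% FBS medium; compounds up to 46 uM, 4 h at 37C. Green/red luminescence ratio, filter-overlap corrected, fitted to concentration-response curves.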
ASM inhibitor: human S-ASM enzyme inhibition | placental ASM, HMU-PC fluorogenic substrate, 60 min | P17405 | AID 504937 | 0.006% of 340,000 active | Potency, µM (titrated, usually from 57.5 µM), inactives show at the highest dose activity change, negative = inhibition, actives largely listed as inhibitors; further: potency means the concentration at half of the fitted maximal effect
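qHTS format. ASM enzyme prepared from human placenta hydrolyses the fluorogenic substrate HMU-PC0 (9 uM final) over 60 min at 37 °C after a 10 min compound preincubation.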
MBNL1 CUG block: blocks human MBNL1 binding to CUG repeat RNA | Potency, µM (doses to about 57.5 µM), for inactives: at the highest dose activity change, negative = inhibition, actives largely listed as inhibitors | TR-FRET MBNL1-His/biotin-(CUG)12 binding, 665/545 ratio | AID 2675 | 0.036% of 280,000 active | Q9NR56; active means well fitted inhibition curve with a large enough effect in the signal ratio, with a control signal flat, not every such curve was filed as active; inconclusive means small, poorly fitted or top-dose-only effect, or effect the other way, or a change in a side signal; inactive means no such curve, though single readings can be large or run the other way; the % refers to the signal ratio; further: potency means the concentration at half of the fitted maximal effect; on the % scale 0 is the no-effect control and ±100 the full control effect
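TR-FRET readout: Ex 340 nm, 665/545 nm emission ratio, normalized to buffer-only (basal) and MBNL1-(CUG)12 controls. Complex of MBNL1-His with Biotin-(CUG)12, compounds 92 nM–58 uM, incubated 60 min at room temperature.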
KCNH2 WT inh: KCNH2 (human, wildtype) channel inhibition; Q12809; U2OS, BacMam KCNH2, thallium flux FluxOr; hits give low values; activity change, % at 1.84 µM; 0.37% of 340,000 active; AID 720551;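 active means maximum activity change below -70%; inconclusive means maximum activity change between -70% and -50%; inactive means maximum activity change above -50%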; further: on the % scale 0 is the no-effect control and ±100 the full control effect
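U2OS cells transduced with wild-type KCNH2 virus are loaded with FluxOr dye for 45 min, and thallium flux is measured in kinetic reads before and after stimulation buffer. Rate constants are normalized to DMSO controls.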
Numbers without * were called inactive; u = inconclusive; x = not tested or not shown; [ ] = dose if it differs, or a comment. Unless noted, the call rests on the fitted dose curve; in most records, active means well fitted curve in the direction sought with a large enough effect; inconclusive means small, poorly fitted or top-dose-only effect, or another doubt; inactive means no such curve, though single readings can be large; an effect the other way counts as inactive or inconclusive. These rows are one share of the data; rates above refer to the full screens.

SMILES	Menin MLL FP TR	Mito fusion yeast	TSHR antag	Eya2 inh	PKM2 act	GALK inh	USP2a block	Chronic BCR inh	ASM inhibitor	MBNL1 CUG block	KCNH2 WT inh
Cc1csc(CNc2ncnc3ccc(-c4ccc5c(ccn5C)c4)cc23)c1	x	-16%	-7	3%	x	x	0%	10%	x	x	x
Cc1ccc(-n2ncc3c(N4CCC5(CC4)OCCO5)ncnc32)c(C)c1	2%	4%	-17	1%	-12%	0%	-2%	u	-8%	15%	7
CNC(=O)c1nnsc1S(=O)(=O)c1ccc(Cl)cc1	2%	-3%	u	0%	x	15%	2%	u	2%	0%	-4
Cc1nn(-c2ccccc2)c(Cl)c1/C=N/Nc1nc2ccccc2[nH]1	26%	5%	-5	-3%	-20%	4%	2%	u	-5%	-3%	3
O=C(CCNS(=O)(=O)c1ccccc1)N1CCC(Cc2ccccc2)CC1	x	6%	5	-2%	-2%	-1%	-4%	1%	-2%	-6%	10
CCn1cc(CN2CCC(n3nccc3NC(=O)c3ccccc3C)CC2)cn1	-4%	2%	-8	2%	4%	-1%	1%	0%	-1%	-5%	21
CCOC(=O)N1CCN(Cc2nc3c(c(=O)[nH]c(=O)n3C)n2Cc2ccccc2C)CC1	u	2%	-7	4%	0%	1%	2%	-11%	-2%	-3%	-9
C[N+]1(CC(=O)Nc2ccccc2Cl)CCN(C(=O)c2cccs2)CC1	-12%	0%	-2	-5%	-4%	4%	-4%	0%	1%	0%	2
Cc1ccc2nsnc2c1N	25%	2%	0	2%	-2%	4%	1%	17%	-4%	u	2
O=C1CC(c2cccs2)Cc2nc(NC(=O)C3CC3)ncc21 (configuration not stated)	x	15%	16	18%	5%	-2%	1%	5%	6%	x	5
COc1ccc(OC)c(Nc2cc(C)nc3ccccc23)c1	-11%	0%	-1	6%	1%	2%	0%	-2%	-3%	1%	-13
COc1ccccc1NC(=O)c1ccc(NC(=O)CSc2nc(N)cc(=O)[nH]2)cc1	x	-1%	-3	-2%	x	x	1%	u	-3%	x	3
O=S(=O)(NCCc1cn2ccccc2n1)c1ccc(-c2ccccc2)cc1	1%	-1%	-3	9%	-1%	-5%	4%	u	-1%	-6%	3
COc1ccccc1CNC(=O)COC(=O)c1ccccn1	x	-3%	7	-7%	x	x	-5%	3%	-5%	x	3
Cc1cccc(NC(=O)c2ccc(COc3ccccc3[N+](=O)[O-])o2)n1	u	8%	-3	-25%	x	1%	1%	-10%	-9%	17%	6
O=C(CNC(=O)c1ccc(Br)cc1)NCCc1nc2ccccc2[nH]1	8%	0%	-8	5%	-16%	3%	4%	-5%	-3%	-6%	-20
COc1ccccc1N(C(=O)CN1C(=O)c2ccccc2S1(=O)=O)C(C(=O)NCC1CCCO1)c1ccc(F)cc1 (configuration not stated)	-11%	-2%	-2	1%	-2%	x	2%	0%	2%	-7%	19
CSc1nsc(/C=C/Nc2ccc(F)cc2F)c1C#N	u	0%	-11	1%	-1%	15%	0%	-1%	60%[activator]	60%[activator]	0
CCOc1ccccc1N1CCN(CC(=O)NCCc2ccc(S(N)(=O)=O)cc2)CC1	-2%	11%	-1	4%	5%	6%	2%	2%	8%	-6%	-6
CN(C)C(CNC(=O)c1cc(S(=O)(=O)N(C)c2ccccc2)ccc1Cl)c1cccs1 (configuration not stated)	-16%	-2%	-6	4%	0%	6%	0%	u	1%	-4%	6
Cc1nn(Cc2ccc(Cl)cc2Cl)c(C)c1NC(=O)Cn1nc([N+](=O)[O-])c(Cl)c1C	36%[activator]	1%	x	x	-1%	2%	x	x	-6%	10%	3
COc1cccc(OCC(=O)Nc2cc(NC(=O)COc3cccc(OC)c3)cc(C(=O)O)c2)c1	19%	1%	-7	-8%	1%	0%	1%	4%	12%	-11%	-9
O=C(O)CCSc1nnc(-c2ccncc2)n1-c1ccccc1	3%	-2%	-3	-1%	3%	0%	3%	-17%	-2%	2%	-5
CCOC(=O)Cn1c(=NC(=O)CN2C(=O)CCC2=O)sc2cc(S(N)(=O)=O)ccc21	10%	-1%	-2	-4%	0%	0%	2%	1%	x	0%	10
Cc1ccc2c(ccn3cc4c(c(=O)n(C)c(=O)n4C)c23)c1	u	0%	-38	-5%	2%	0%	0%	3%	19%	12%	-1
O=C(Nc1ccccc1-c1ccccc1)NC1CC2CCCC(C1)N2Cc1ccc(F)cc1 (configuration not stated)	-12%	7%	14	6%	3%	-1%	0%	0%	1%	0%	41
CCCn1nc2cc(C(=O)NC3CCc4ccccc43)ccc2c1OCC (configuration not stated)	u	8%	-4	2%	-2%	-4%	1%	u	41%	4%	-12
CC1CC(C)CN(C(=O)CCNC(=O)c2ccccc2Cl)C1 (configuration not stated)	x	4%	11	-5%	8%	0%	3%	1%	-2%	1%	4
O=C(Nc1nc(-c2ccc(Cl)s2)cs1)c1cccs1	u	13%	-36	0%	-2%	3%	1%	u	-10%	27%	3
CCOc1ccc(NC(=O)c2ccc(CNc3c(N4CCCC4)c(=O)c3=O)cc2)cc1	x	-19%	-6	-18%	5%	-1%	2%	2%	0%	3%	-8
O=C(CN(C(=O)C1CSC(=O)C1)c1cccc(F)c1)NC1CCCC1 (configuration not stated)	-7%	1%	1	-28%	0%	-6%	3%	-1%	-1%	x	37
COc1ccc(C2Nc3ccccc3C(=O)N2Cc2ccco2)cc1COc1ccc(NC(C)=O)cc1 (configuration not stated)	35%[activator]	-3%	54	-35%	u	-1%	1%	-16%	168%[activator]	-8%	2
COc1ccc(OC)c(C=NNC(=O)c2ccccc2NS(=O)(=O)c2cccs2)c1	x	x	x	3%	x	x	0%	-16%	41%[activator]	x	0
COc1cc2ccccc2cc1C(=O)N1CCc2ccccc21	x	u	9	-12%	x	x	-10%	-17%	-2%	x	7
CCC(C)NC(=O)NC(=O)N(C1CCCCC1)S(C)(=O)=O (configuration not stated)	14%	-2%	7	5%	-2%	0%	3%	-2%	6%	-1%	0
CCOC(=O)C(N)CSC1CC(=O)N(c2ccc(C(=O)OC)cc2)C1=O (configuration not stated)	-2%	-3%	2	-1%	-1%	3%	2%	3%	-1%	-13%	21
Cn1nccc1C(=O)N1CCN(C23CC4CC(CC(C4)C2)C3)CC1	x	2%	2	9%	-1%	1%	1%	-2%	2%	5%	-11
NC1=NC[C@H](c2ccccc2)N1CCCCC1CCCCC1	x	25%	-12	6%	0%	-1%	-2%	2%	-7%	-12%	5
Cc1ccc(C(=O)NCC(=O)OCc2csc(-c3ccccc3)n2)cc1	-20%	2%	2	-8%	0%	0%	-1%	u	-2%	x	-2
Cc1ccc(NC(=S)N2CCN(c3nccc(C(F)(F)F)n3)CC2)c(C)c1	x	-3%	10	-2%	-3%	x	1%	9%	4%	-4%	4
Cc1cc(=O)n2[nH]c(-c3ccc(F)cc3)cc2n1	4%	3%	1	8%	-3%	1%	-1%	u	0%	-6%	3
O=C(OCc1cc(Cl)ccc1OC(F)F)c1cncc(Br)c1	3%	10%	u	-2%	2%	0%	-5%	-1%	-6%	-2%	5
CC1(C)C(C#N)=C(N)OC2=C1C(=O)CCC2	6%	0%	0	13%[15.4 µM]	2%	1%	4%	-3%	6%	-11%	2
C#CCOCCOCCOCCNc1nc(N2CCN(C(=O)[C@H](Cc3cc4ccccc4[nH]3)n3cc([C@@H](N)C(C)CC)nn3)CC2)nc(N2CCN(C(=O)[C@H](CCCCN)n3cc([C@@H](N)CC(C)C)nn3)CC2)n1 (some centres not stated)	u	-1%	3	9%	1%	-1%	-4%	-25%	6%	-24%	-4
COc1cc(C=NNC(=O)c2ccccc2NS(=O)(=O)c2cccs2)cc(OC)c1O	x	x	-4	4%	x	x	1%	u	-8%	x	19

Screening data as filed in PubChem.
